Screens (PubChem BioAssay)
CIT2-GFP yeast = yeast TOR pathway CIT2-GFP modulation; S. cerevisiae CIT2-GFP strain, flow cytometry, 3 h; 100 means same as DMSO wells; GFP response vs DMSO, % at 10 µM; actives 0.065% (n = 320,000); AID 2029;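 active means GFP response relative to DMSO above a set limit, near the screen mean plus 3 SD, cut at about 150% in these data; inconclusive means Fewer than 70 cells measured for a yeast strain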;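 further: ratio of well median GFP fluorescence to mean of DMSO wells on the plate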
MEP2 TOR yeast = alters MEP2-GFP fluorescence in TOR pathway yeast screen. S. cerevisiae MEP2-GFP strain, flow cytometry GFP, 3 h; 100% = DMSO control level. GFP response vs DMSO, % at 10 µM. actives 0.51% (n = 330,000). AID 2016;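 active means GFP response versus DMSO above a set limit, roughly screen mean plus 3 SD, cut at about 180% in these data; inconclusive means fewer than 70 cells counted for a yeast strain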;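 further: median GFP fluorescence of the barcode-gated MEP2-GFP cells per well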
LAP4-GFP MLPCN = modulators of TOR pathway LAP4-GFP in S. cerevisiae; S. cerevisiae LAP4-GFP multiplex, flow cytometry GFP, 3 h; median GFP as percent of DMSO wells; GFP response vs DMSO, % at 10 µM; actives 0.34% (n = 320,000); AID 2023;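 active means GFP response vs DMSO above a set limit, about the screen mean plus 3 SD, cut at about 150% in these data; inconclusive means under 70 cell events counted for the yeast strain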
AGP1 TOR yeast = yeast TOR pathway AGP1-GFP modulation | actives 0.02% (n = 320,000) | S. cerevisiae AGP1-GFP multiplex flow cytometry, 3 h; GFP as percent of DMSO wells | GFP response vs DMSO, % at 10 µM;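 active means GFP response relative to DMSO above a set limit, near screen average plus 3 SD, cut at about 150% in these data; inconclusive means fewer than 70 cells counted for the yeast strain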;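 further: median GFP channel fluorescence of the gated AGP1 strain per well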
AHR activator = human AHR activation; P35869; AHR-responsive luciferase reporter cells, luminescence; activation, % at 5 µM; actives 2.5% (n = 320,000); AID 2796; in the data active means activation above about 47%;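 further: 0% = vehicle wells and 100% = reference agonist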
Target sequence (P35869 whole entry, looked up): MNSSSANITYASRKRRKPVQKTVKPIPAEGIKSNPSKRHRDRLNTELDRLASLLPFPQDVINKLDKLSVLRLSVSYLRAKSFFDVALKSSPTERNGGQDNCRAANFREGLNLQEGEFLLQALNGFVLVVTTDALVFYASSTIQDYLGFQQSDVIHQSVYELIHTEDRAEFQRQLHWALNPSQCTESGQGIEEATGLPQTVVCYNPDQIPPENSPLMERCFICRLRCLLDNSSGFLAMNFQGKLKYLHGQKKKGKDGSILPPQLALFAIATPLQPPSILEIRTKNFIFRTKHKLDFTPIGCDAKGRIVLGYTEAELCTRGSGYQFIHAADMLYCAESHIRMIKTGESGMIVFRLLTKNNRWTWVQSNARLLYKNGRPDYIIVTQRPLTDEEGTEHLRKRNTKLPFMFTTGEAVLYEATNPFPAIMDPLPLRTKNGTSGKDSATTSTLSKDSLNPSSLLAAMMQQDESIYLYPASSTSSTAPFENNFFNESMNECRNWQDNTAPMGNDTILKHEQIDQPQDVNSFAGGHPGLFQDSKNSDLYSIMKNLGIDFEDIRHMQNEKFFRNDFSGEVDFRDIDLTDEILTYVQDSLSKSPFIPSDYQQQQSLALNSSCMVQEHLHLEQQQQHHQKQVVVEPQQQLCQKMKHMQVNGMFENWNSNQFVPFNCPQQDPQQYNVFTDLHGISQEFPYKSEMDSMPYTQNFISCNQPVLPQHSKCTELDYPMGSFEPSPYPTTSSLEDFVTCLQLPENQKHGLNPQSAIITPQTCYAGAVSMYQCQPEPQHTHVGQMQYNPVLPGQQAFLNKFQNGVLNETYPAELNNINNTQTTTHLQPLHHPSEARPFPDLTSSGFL
proCasp3 act = activators of human procaspase-3; P42574; recombinant procaspase-3 D3A, Ac-DEVD-pNA absorbance 405 nm; activation, % at 8.5 µM; actives 0.11% (n = 330,000);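 active means activation above the mean of all tested compounds plus 3 SD, cut at about 21% in these data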;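 further: 0% = DMSO alone and 100% = DMSO wells spiked with extra 5 µM PC-3 D3A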
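Technique: 405 nm absorbance of p-nitroaniline, reads at 0 and 120 min; Test system: Procaspase-3 D3A mutant; Incubation: 1 h enzyme-compound preincubation, then 2 h substrate reaction, 25 °C; Repeats: singlicate, each compound tested once; Benchmarks: low control DMSO wells, high control DMSO plus 5 µM PC-3 D3A.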
proCasp7 act = activates human procaspase-7, counter-screen for procaspase-3 activators; P55210; recombinant procaspase-7, Ac-DEVD-pNA absorbance 405 nm; D23A/D198A/D206A triple mutant, cannot self-cleave; scale: DMSO 0, 5 µM enzyme 100; activation, % at 8.5 µM; actives 0.093% (n = 330,000); AID 463210;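 active means percent activation above the screen-wide mean plus 3 SD, cut at about 25% in these data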
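Detection: p-Nitroaniline absorbance at 405 nm, read at 0 and 120 min; system: Uncleavable procaspase-7 mutant enzyme; evaluation: % activation from two-timepoint absorbance difference, scaled to controls; times: 1 h enzyme–compound preincubation and 2 h substrate reaction, both 25 °C; buffer or medium: Zinc-free HEPES pH 7.4 with 300 mM NaCl, 0.01% Triton X-100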
RPL19A-GFP yeast = alters RPL19A-GFP fluorescence in TOR pathway yeast screen. S. cerevisiae RPL19A-GFP strain, flow cytometry, 3 h; hits give low values. percent response vs DMSO, % at 10 µM. actives 0.3% (n = 330,000);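 active means percent response vs DMSO below 50%; inconclusive means fewer than 70 events counted for the yeast strain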;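 further: median channel GFP fluorescence of the barcoded RPL19A-GFP strain; ratio of sample median GFP to plate DMSO average so 100% = DMSO; lower means less RPL19A-GFP as with rapamycin TOR inhibition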
Numbers without * were called inactive; ? = inconclusive; . = not tested or not shown.

SMILES | CIT2-GFP yeast | MEP2 TOR yeast | LAP4-GFP MLPCN | AGP1 TOR yeast | AHR activator | proCasp3 act | proCasp7 act | RPL19A-GFP yeast
COc1cccc(-c2ncc3ccccc3c2COC(=O)c2ccccc2C(=O)O)c1 | 90 | 86 | 96 | 93 | 2 | 2 | -2 | 94
Cc1onc(C(=O)NN)c1-c1csc(COc2ccccc2)n1 | 95 | 88 | 113 | 103 | 16 | 4 | 4 | 94
O=C(C[N+]1(CC#Cc2ccccc2)CCOCC1)c1ccc(Cl)cc1 | 102 | 106 | 109 | 109 | 7 | -6 | 2 | 104
S=c1[nH]nc(-c2ccn[nH]2)n1-c1ccccc1Cl | 100 | 94 | 106 | 107 | 2 | -1 | -6 | 99
COC(=O)Cc1ccc(NC(=S)NC2CC2)cc1 | 101 | 99 | 102 | 102 | -3 | -6 | 2 | 99
CCOC(=O)C1CCN(C(=O)CSc2ccccc2Cl)CC1 | 98 | 100 | 109 | 101 | -1 | 0 | -3 | 95
Cc1cc2nc(-c3cccnc3SCC(=O)NCc3ccco3)[nH]c2cc1C | 108 | 105 | 100 | 100 | 64* | -3 | -15 | 99
Cc1cc(NC(=O)C2CCC2)n(-c2ccccn2)n1 | 108 | 104 | 105 | 101 | 0 | 7 | -6 | 98
Cc1ccc(NC2=NCC(=O)N2CCc2ccccc2)cc1C | 108 | 102 | 99 | 105 | 1 | 6 | -3 | 101
C=CCn1c(CCNC(=O)c2ccccc2F)nnc1SCc1nc2ccccc2c(=O)[nH]1 | 97 | 106 | 102 | 94 | 0 | -3 | 11 | 93

No new results follow: an excerpt of the list.
SMILES | CIT2-GFP yeast | MEP2 TOR yeast | LAP4-GFP MLPCN | AGP1 TOR yeast | AHR activator | proCasp3 act | proCasp7 act | RPL19A-GFP yeast
O=C(C[N+]1(CC#Cc2ccccc2)CCOCC1)c1ccc(Cl)cc1 | 102 | 106 | 109 | 109 | 7 | -6 | 2 | 104
S=c1[nH]nc(-c2ccn[nH]2)n1-c1ccccc1Cl | 100 | 94 | 106 | 107 | 2 | -1 | -6 | 99

(further entries)
SMILES | CIT2-GFP yeast | MEP2 TOR yeast | LAP4-GFP MLPCN | AGP1 TOR yeast | AHR activator | proCasp3 act | proCasp7 act | RPL19A-GFP yeast
CCC(Oc1ccccc1)C(=O)Nc1ccc(S(=O)(=O)NCC2CCCO2)cc1 (stereo unspecified) | 98 | 99 | 105 | 98 | 1 | -2 | 13 | 98
COc1cc(OC)cc(C(=O)Nc2ccc([N+](=O)[O-])cn2)c1 | 111 | 114 | 102 | 109 | 23 | -4 | 9 | 110
Cc1ccccc1Nc1nc(Nc2ccccc2C)nc(SC2=NCCS2)n1 | 99 | 94 | 99 | 98 | 5 | -1 | 1 | 96
O=C(COc1ccccc1C(=O)NCc1ccccc1)Nc1ccccc1 | 106 | 109 | 105 | 99 | 1 | 1 | -5 | 97
COCCOc1cc(N2C(=O)CSCC2=O)c(Cl)cc1Cl | 94 | 101 | 99 | 103 | -1 | 0 | 5 | 99
CC(C)Cn1c(=S)[nH]c2cc(Cl)ccc21 | 93 | 110 | 113 | 101 | 0 | -7 | -15 | 103
Cc1cc(C(N)=O)nn1-c1c(Cl)cc(Cl)cc1Cl | 98 | 98 | 108 | 102 | -2 | 2 | -3 | 98
Cn1c(N)c(C(=O)COC(=O)CSc2ccc(Cl)cc2)c(=O)n(C)c1=O | 93 | 68 | 79 | 89 | 3 | 7 | -5 | 95
O=C(c1ccccc1Cc1ccccc1)N1CCN(S(=O)(=O)c2ccccc2)CC1 | . | 105 | 85 | 95 | 1 | -11 | -1 | 109
O=C(CSC1=Nc2ccccc2C2=NC(Cc3c[nH]c4ccccc34)C(=O)N12)NC1CCCCC1 (stereo unspecified) | 106 | 100 | 91 | 99 | 26 | 0 | -3 | 95
CCOc1ccc(NC(=S)N2CCN(S(C)(=O)=O)CC2)cc1 | 82 | 98 | 74 | 95 | . | . | . | 118
O=C(NCC1CCCO1)c1ccc2nc(N3CCCCC3)sc2c1 (stereo unspecified) | 96 | 89 | 88 | 101 | 14 | -4 | 5 | 98
COc1cccc(NC(=O)CN2C(=O)NC(C)(CC(C)C)C2=O)c1 (stereo unspecified) | 121 | 117 | 120 | 116 | 9 | 1 | 3 | 134
NS(=O)(=O)c1ccc(NC(=O)CCCCC(=O)Nc2ccc(S(N)(=O)=O)cc2)cc1 | 98 | 96 | 86 | 94 | 1 | -4 | 1 | 103
COCc1cc(=O)[nH]c(-c2ccccc2OC(F)(F)F)n1 | 96 | 97 | 103 | 104 | 7 | -1 | 11 | 95
O=C(NCC1CCCO1)c1cc(-c2ccccc2F)no1 (stereo unspecified) | 111 | 117 | 115 | 108 | 7 | -9 | 2 | 110
Cc1cnc(C(=O)OC(C(=O)c2ccccc2)c2ccccc2)cn1 (stereo unspecified) | 92 | 95 | 88 | 92 | 0 | 4 | -3 | 94
Cc1cc(F)ccc1S(=O)(=O)Nc1nc2ccccc2nc1Cl | 91 | 98 | 85 | 89 | 2 | 1 | -3 | 95
COc1ccccc1N1CCN(C(=O)c2cc(-c3ccc4c(c3)OCO4)on2)CC1 | ? | ? | ? | ? | 4 | 7 | 2 | ?
Cc1ccc(N2C(=O)C3C(C(=O)c4ccccc4)=NN(c4ccccc4)C3C2=O)cc1 (stereo unspecified) | 62 | 148 | 113 | 75 | -2 | 7 | 18 | 104
Cn1c(=O)c2c(SCC(=O)Nc3ccccc3F)nc(C3CC3)nc2n(C)c1=O | 101 | 99 | 102 | 107 | 1 | 0 | 3 | 103
CC1=CC(=C(C#N)c2nc3ccccc3s2)C=C(C)N1Cc1ccco1 | 92 | 94 | 93 | 93 | 23 | -19 | -18 | 93
CC(=O)c1ccc(NC(=O)COc2ccc3c(c2)OCO3)cc1 | . | 100 | 93 | 95 | 3 | 1 | -9 | 95
O=C(NCc1cccs1)C(=O)NCC1OCCCN1S(=O)(=O)c1cc(F)ccc1F (stereo unspecified) | 88 | 80 | 80 | 93 | 6 | -4 | 9 | 96
Cc1ccc(NC2=CC(=O)CC(C)(C)C2)cc1C | 103 | 104 | 101 | 104 | 2 | -3 | 1 | 100
COCCN(CCOC)C(=O)c1ccc(NS(=O)(=O)c2ccc3[nH]c(=O)[nH]c3c2)cc1 | 98 | 95 | 96 | 97 | 3 | 5 | 4 | 101
Cc1ccc(NC(=O)C(=O)NCC2CCCO2)cc1 (stereo unspecified) | 98 | 103 | 100 | 95 | 15 | 6 | -10 | 96
Cc1nn(C(=O)CCC(=O)NCc2cccc(F)c2)c2ccccc12 | 94 | 97 | 94 | 96 | 11 | -4 | 2 | 97
COc1ccc(C2=CSC3=C(C(=O)c4cccc(S(=O)(=O)N(C)C)c4)CCN23)cc1 | 98 | 103 | 93 | 104 | 3 | -19 | -6 | 97
C/C(CC(=O)Nc1c(C)cc(C)cc1C)=N\NC(=O)Cc1ccccc1 | 106 | 106 | 99 | 103 | 7 | 1 | 6 | 105
Cc1ccccc1OCCC(=O)OCC(=O)NCCc1ccccc1 | 84 | 97 | 111 | 106 | -3 | -5 | 2 | 96
CCOc1ccc(C(=O)N2CCCC2)cc1 | 103 | 98 | 90 | 97 | 1 | 4 | 2 | 95
O=c1cc(-c2ccc(O)cc2)oc2cc(O)cc(O)c12 | 88 | 88 | 102 | 92 | 10 | -6 | -11 | 98
O=C(NCc1ccc2c(c1)OCO2)c1ccccn1 | 85 | 90 | 118 | 108 | 11 | -11 | 1 | 110
COc1ccccc1C(=O)N/N=C(\C)c1cccnc1 | 97 | 103 | 107 | 106 | 59* | -1 | 2 | 97
CC/C(=N\NC(=O)c1c[nH]c2ccccc12)c1cccs1 | 89 | 94 | 92 | 91 | 83* | -5 | 3 | 102
N#Cc1c2n(c3c(=S)nc[nH]c13)CCCCC2 | 104 | 99 | 100 | 112 | 1 | -5 | -10 | 105
COc1ccc(-c2nc(CCNC(=O)c3cccs3)cs2)cc1 | 90 | 94 | 105 | 83 | 24 | 0 | 10 | 93
COC(=O)C1=CO[C@@H](C)[C@H]2CN3CCc4c([nH]c5ccccc45)[C@@H]3C[C@H]12 | 107 | 104 | 110 | 105 | 18 | 13 | 8 | 104
COc1ccccc1C(CC(=O)Nc1nccs1)c1ccco1 (stereo unspecified) | 99 | 105 | 103 | 100 | 7 | -8 | -1 | 101

Some of these compounds in order of length of the SMILES, largest number first:
SMILES | CIT2-GFP yeast | MEP2 TOR yeast | LAP4-GFP MLPCN | AGP1 TOR yeast | AHR activator | proCasp3 act | proCasp7 act | RPL19A-GFP yeast
COC(=O)C1=CO[C@@H](C)[C@H]2CN3CCc4c([nH]c5ccccc45)[C@@H]3C[C@H]12 | 107 | 104 | 110 | 105 | 18 | 13 | 8 | 104
COc1ccc(-c2nc(CCNC(=O)c3cccs3)cs2)cc1 | 90 | 94 | 105 | 83 | 24 | 0 | 10 | 93
COc1ccccc1C(=O)N/N=C(\C)c1cccnc1 | 97 | 103 | 107 | 106 | 59* | -1 | 2 | 97

Continued.
SMILES | CIT2-GFP yeast | MEP2 TOR yeast | LAP4-GFP MLPCN | AGP1 TOR yeast | AHR activator | proCasp3 act | proCasp7 act | RPL19A-GFP yeast
O=C(NNC(=O)c1ccccc1-n1cccc1)c1ccc(F)cc1 | 89 | 99 | 86 | 94 | 90* | -1 | -2 | 104
O=C(CSc1nnc(Cc2ccccc2)o1)NCCc1ccccc1 | 96 | 100 | 97 | 101 | -1 | 3 | 7 | 96
CN(C1CCCCC1)S(=O)(=O)c1ccc(C(=O)N2CCN(c3nc4ccccc4s3)CC2)cc1 | 101 | 112 | 97 | 95 | 1 | -2 | -4 | 101
CCOC(=O)/C(N)=C/c1ncc(C(F)(F)F)cc1Cl | 97 | 105 | 98 | 102 | 8 | 0 | -2 | 100
S=C1COC(c2ccccc2)N1c1ccccc1 (stereo unspecified) | 108 | 106 | 112 | 108 | 0 | -8 | 3 | 106
